# Source: PubChem BioAssay
# Pol beta inh: inhibitors of human DNA polymerase beta. P06746. Pol beta primer extension/strand displacement, fluorescence kinetic. Potency, µM (series often up to 114 µM), inactives show at the top dose activity change, negative = inhibition, most hits filed as inhibitors. 340,000 tested, 1.3% active. AID 485314; note: potency is the fitted concentration of half-maximal effect; % is set by controls: 0 for no effect and ±100 for the full control effect
#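 10 nM enzyme + cpd, 15 min RT; start with substrate 50 nM final; read 0 min and after 10 min RT. Corrected, normalized data; 4-parameter Hill curve fit.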
# Anesthetic bind: binds horse apoferritin like a general anesthetic. P02791. apoferritin/1-aminoanthracene competitive binding, fluorescence. Potency, µM (top dose mostly 77.5 µM), for the others: at the top dose activity change, negative = displacement, usual class: inhibitors. 350,000 tested, 0.074% active; note: potency is the fitted concentration of half-maximal effect; % is set by controls: 0 for no effect and ±100 for the full control effect; nearly all actives have a fitted effect of over 20% in size
# Target sequence (P02791 2-175 limits assumed): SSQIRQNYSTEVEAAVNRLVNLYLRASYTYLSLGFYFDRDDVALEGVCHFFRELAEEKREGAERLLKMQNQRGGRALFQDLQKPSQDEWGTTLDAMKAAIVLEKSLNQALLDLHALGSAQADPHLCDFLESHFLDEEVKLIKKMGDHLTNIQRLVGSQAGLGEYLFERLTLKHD
#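 Horse-spleen apoferritin (10 uM) was mixed with 50% saturated 1-aminoanthracene in PBS, exposed to compounds for 10 min at room temperature, and read for fluorescence (ex 380 nm, em 535 nm). Competitive displacement was fitted with a four-parameter Hill equation.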
# Pol eta inh: blocks human DNA polymerase eta activity | Q9Y253 | 390,000 tested, 1.2% active | recombinant Pol eta, fluorescent DNA replication assay | Potency, µM (top dose mostly 114 µM), for the others: top-dose activity change, negative = inhibition, actives largely listed as inhibitors; note: potency is the fitted concentration of half-maximal effect; % is set by controls: 0 for no effect and ±100 for the full control effect
#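 Pol eta (10 nM) was preincubated with compounds for 15 min at room temperature, after which fluorescent replication substrate (50 nM final) was added to start the reaction. Fluorescence was read kinetically at 0 and 10 min.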
# APEX1 inh: blocks human APE1 abasic DNA cleavage; Potency, µM (top dose mostly 65.8 µM), for inactives: top-dose activity change, negative = inhibition, most hits filed as inhibitors; 350,000 tested, 0.35% active; P27695; AID 2517; recombinant APE1, TAMRA/BHQ-2 abasic DNA cleavage fluorescence;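 note: potency is the fitted concentration of half-maximal effect; plate controls were vehicle for no effect and reference inhibitor for full effect; nearly all actives have a fitted effect of over 55% in size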
#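 Measures dequenching upon AP-site incision of a 5'-TAMRA/3'-BHQ-2 THF-containing duplex, 50 nM; human APE1 0.75 nM after 15 min room-temperature exposure to compound; kinetic three-point read at one-minute spacing.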
# Pol iota inh: DNA polymerase iota (human) inhibition; Pol iota fluorescent replication assay, 10 min; Potency, µM (doses to about 115 µM), without a hit: at the top dose activity, negative = inhibition, actives largely listed as inhibitors; 390,000 tested, 1% active; note: potency is the fitted concentration of half-maximal effect
#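 Pol iota at 10 nM preincubated 15 min with compounds at room temperature; reaction started with fluorescent substrate, 50 nM final. Fluorescence read kinetically at 0 and 10 min; buffer-only wells as negative control.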
# PGK inhibitor: blocks T. brucei phosphoglycerate kinase; P07378; PGK/GAPDH coupled, Kinase-Glo luminescence, 60 min; Potency, µM (highest dose often 57.5 µM), for inactives: top-dose activity change, negative = inhibition, most hits filed as inhibitors; 380,000 tested, 0.043% active; AID 602233; note: potency is the fitted concentration of half-maximal effect; % is set by controls: 0 for no effect and ±100 for the full control effect; nearly all actives have a fitted effect of over 60% in size
#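 Recombinant glycosomal PGK reaction used 1,3-bisphosphoglycerate generated in-well by GAPDH (100nM final) in 100mM TEA pH 7.6, 5mM MgCl2, 0.01% Tween-20. After 60 minutes at room temperature, ATP was read by Kinase-Glo Plus luminescence end-point.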
# BLM inh: inhibitors of human Bloom syndrome helicase BLM | 350,000 tested, 0.2% active | Potency, µM (titrated, usually from 56.1 µM), for inactives: at the highest dose activity change, negative = inhibition, most hits filed as inhibitors | recombinant BLM DNA unwinding, fluorescence dequenching | AID 2528 | P54132;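 note: potency is the fitted concentration of half-maximal effect; plate controls were vehicle for no effect and no enzyme for full effect; nearly all actives have a fitted effect of over 35% in size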
# Pol kappa inh: blocks human DNA polymerase kappa activity. Q9UBT6. 400,000 tested, 0.53% active. Potency, µM (titrated, usually from 107 µM), for the others: at the highest dose activity, negative = inhibition, hits mostly inhibitors. purified Pol kappa, fluorescent DNA synthesis assay, 10 min; note: potency is the fitted concentration of half-maximal effect; % is set by controls: 0 for no effect and ±100 for the full control effect
#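 Fluorescent qHTS in 1536-well format: enzyme (10 nM) and compound sat 15 min at room temperature before 50 nM substrate (final) was added. Signal taken at 0 and 10 min; no-enzyme buffer wells were negative controls.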
# RXFP1 antagonist: antagonists of human relaxin receptor RXFP1 | HEK293-RXFP1, relaxin-stimulated cAMP HTRF, 30 min; stronger effect = lower value | activity change, negative = inhibition, % at 57.5 µM | 350,000 tested, 0.59% active | AID 1259400;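 active = activity change of -60% or lower, but not beyond a set lower limit; inconclusive = change between -60% and -40%, or beyond the set limit; inactive = change above -40%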; note: % is set by controls: 0 for no effect and ±100 for the full control effect
# Target sequence (Q9HBX9 whole entry, looked up): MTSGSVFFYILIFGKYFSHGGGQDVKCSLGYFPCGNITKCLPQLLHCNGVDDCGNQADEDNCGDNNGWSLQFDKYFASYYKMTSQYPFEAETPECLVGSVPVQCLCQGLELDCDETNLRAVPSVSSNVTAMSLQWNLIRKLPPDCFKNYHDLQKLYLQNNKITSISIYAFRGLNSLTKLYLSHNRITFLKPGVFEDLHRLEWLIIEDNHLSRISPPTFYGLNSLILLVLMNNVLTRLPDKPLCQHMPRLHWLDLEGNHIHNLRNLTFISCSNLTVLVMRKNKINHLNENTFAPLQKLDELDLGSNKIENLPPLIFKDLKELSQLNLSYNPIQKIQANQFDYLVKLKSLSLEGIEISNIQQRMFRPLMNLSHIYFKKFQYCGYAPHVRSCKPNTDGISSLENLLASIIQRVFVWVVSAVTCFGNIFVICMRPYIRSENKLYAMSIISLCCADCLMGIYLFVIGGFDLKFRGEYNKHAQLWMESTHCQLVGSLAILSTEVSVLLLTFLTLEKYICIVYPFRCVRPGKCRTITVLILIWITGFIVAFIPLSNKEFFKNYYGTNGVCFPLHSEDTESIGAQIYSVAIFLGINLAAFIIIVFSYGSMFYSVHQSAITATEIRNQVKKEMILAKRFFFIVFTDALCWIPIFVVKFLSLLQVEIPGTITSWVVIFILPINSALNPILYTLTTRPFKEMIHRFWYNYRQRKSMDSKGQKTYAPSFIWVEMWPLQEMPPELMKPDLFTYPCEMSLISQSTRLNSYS
# * = called active by the depositor; i = inactive; u = inconclusive; x = not tested or not shown; [ ] = remark or other dose. Unless noted, calls come from the whole dose curve; as a rule, active = well fitted curve in the direction sought with a large enough effect; inconclusive = small, poorly fitted or top-dose-only effect, or another doubt; inactive = no such curve, though single readings can be large; an effect the other way counts as inactive or inconclusive. These rows are one share of the data. The share of hits here may be higher or lower than overall.
canonical_smiles	Pol kappa inh	Pol iota inh	APEX1 inh	Pol eta inh	BLM inh	Pol beta inh	Anesthetic bind	PGK inhibitor	RXFP1 antagonist
O=C(CN1CCN(S(=O)(=O)c2ccc(Br)cc2)CC1)Nc1ccc2c(c1)OCCO2	-9%	-6%	-3%	-16%	-6%	-2%	0%	5%	-9
Cc1ccc(-n2nc3ccc(NC(=O)c4ccco4)cc3n2)cc1	-41%	u	-13%	u	-16%	25µM*	31%[activator]	-9%	-16
COc1ccccc1CN(C)C(=O)c1cc(-c2cccs2)nc2ccccc12	-10%	-29%	41%	-17%	-12%	-26%	-3%	-4%	-23
Cc1c(NC(=O)Nc2ccccc2Cl)sc(=S)n1C	-7%	-1%	0%	-11%	-8%	38%	6%	-3%	28
CC1(C)Cc2c(sc(/N=C/N3CCOCC3)c2C#N)C(C)(C)N1	-10%	26%	-1%	-15%	-1%	-1%	1%	-1%	x
CCC(Cc1ccccc1)NC(=O)Cn1ncc2ccsc2c1=O (stereo not drawn)	9%[60.1 µM]	16%	-2%	9%	-9%	0%	-9%	3%	2
COc1ccc(-n2c(=O)c3c(C)c(C)sc3n(Cc3cccc(F)c3)c2=O)c(OC)c1	-1%	-8%	-2%	-7%	-11%	48%	-7%	-11%	1
Cc1ccc(C)c(NC(=O)CSc2nc3c(oc4ccccc43)c(=O)n2-c2ccccc2)c1	0%	u	-2%	-16%	2%	-12%[57.1 µM]	-5%	0%	2
COc1ccccc1NS(=O)(=O)c1ccc(C)c(NC(=O)NCCCl)c1	-16%	2%	16%	4%	-1%	1%	-18%	-3%	2
CCOC(=O)Cc1csc(NC(=O)CSc2nnc3ccccn23)n1	-21%	31%[activator]	-2%	0%	-5%	9%	-3%	6%	-2
CCCCNC(=O)CN1C(=O)CSc2ccc(S(=O)(=O)N3CCC(C)CC3)cc21	9%	21%	x	-21%	-3%	8%	-3%	i	-2
CCOc1cc(N2CCOCC2)c(OCC)cc1NC(=O)c1cnccn1	-5%	24%	-27%	-11%	x	x	x	-9%	-7
COc1ccc(CNC(=O)CN2CCC(NC(=O)c3cccc(OC)c3)CC2)cc1	2%	23%	x	-13%	x	x	x	14%	-14
COc1cccc2c1-c1c(C(=O)O)cccc1C2=O	-9%	19%	35%	-7%	-10%	-3%	-1%	-2%	-2
COc1ccccc1CC(=O)NCC(c1ccco1)N1CCCCC1 (stereo not drawn)	-2%	26%	7%	u	1%	-14%	-8%	0%	1

# (listing goes on)
canonical_smiles	Pol kappa inh	Pol iota inh	APEX1 inh	Pol eta inh	BLM inh	Pol beta inh	Anesthetic bind	PGK inhibitor	RXFP1 antagonist
CCc1ccc(-c2cc3c(=O)n(CC(=O)N4CCCC4)nc(C)n3n2)cc1	-7%	-24%	6%	-2%	-2%	2%	-3%	-4%	13
CCCCCCCNC(=O)COc1ccc2c(c1)C(=O)CC(C)(C)O2	-15%	15%	3%	-19%	-5%	7%	182%[activator]	5%	3
Cc1cccc(CNC(=O)C2CCN(S(=O)(=O)c3ccc4c(c3)CCCN4C(=O)C3CCC3)CC2)c1	-5%[60.1 µM]	0%	x	-22%	-2%	-1%	55%[activator]	-8%	-17
Fc1ccc(-c2noc3ncnc(N4CCN(c5ccccc5)CC4)c23)cc1	-7%	-24%	x	-1%	-5%	-7%	7%	-2%	x
Cc1cccc(C)c1NC(=O)COC(=O)c1c2c(nc3ccccc13)/C(=C\c1ccc3c(c1)OCO3)CCC2	-14%	193%[activator]	3%	-25%	-7%	0%	-9%	6%	-6
O=C(Nc1ccc(F)c(Cl)c1)Nc1cnccn1	-5%	8%	1%	-1%	-4%	11%	-9%	i	-3
CCC(C)N(C(=O)CSc1nc(C)nc2ccccc12)C1CCS(=O)(=O)C1 (stereo not drawn)	-1%	25%	13%	-19%	x	x	x	-3%	-2
COc1cccc(CNC(=O)C2CCC(=O)N(CCc3cccc(F)c3)C2)c1 (stereo not drawn)	-1%	3%	8%	-10%	0%	15%	-2%	9%	-16
Cc1ccc(CNC(=O)c2cc(=O)c3cc(C)c(C)cc3o2)cc1	16%	11%	x	-14%	-8%	u	-5%	-3%	2
CC(=O)Nc1ccc(C(=O)OCC(=O)/C(C#N)=C(\C)N)cc1	-17%	64%[activator]	-3%	14%	-1%	3%	2%	3%	4
COc1ccc2c(c1)C(=O)N(Cc1ccccc1)C(=O)C2(C)C	-5%	-11%	44%[12.4 µM]	-15%	-11%	-11%	u	i	-21
O=C(NNC(=O)c1ccc(S(=O)(=O)N2CCOCC2)cc1)c1ccccc1	0%	127%[activator]	2%	-16%	2%	104%	-11%	0%	-3
COc1cc(C(=O)OC2CCOC2=O)c([N+](=O)[O-])cc1OC (stereo not drawn)	3%	2%	7%	-11%	3%	3%	-7%	-2%	-15
CC(C)CCNC(=O)C(=O)Nc1ccc2c(c1)N(S(=O)(=O)c1cccs1)CCC2	-17%	15%	1%	1%	x	x	x	-3%	4
CCOCCCn1c(=N)c(C(=O)NCc2ccco2)cc2c(=O)n3ccccc3nc21	-23%	26%	x	-10%	1%	-28%	-2%	-4%	x

# (further entries)
canonical_smiles	Pol kappa inh	Pol iota inh	APEX1 inh	Pol eta inh	BLM inh	Pol beta inh	Anesthetic bind	PGK inhibitor	RXFP1 antagonist
CCN1C(=O)c2cccc3c(S(=O)(=O)NCc4cccnc4)ccc1c23	-2%	13%	9%	-12%	1%	28%	x	-9%	-2
O=C1c2ccccc2C(=O)N1CCc1nc2ccccc2c(=O)n1-c1ccccn1	-4%	45%[activator]	1%	-6%	0%	-2%	1%	-2%	1
O=C(O)c1ccc(CS(=O)(=O)c2cccc(C(F)(F)F)c2)o1	-9%	25%	22%	-18%	-7%	u	-11%	3%	6
CCCCCN1CC(O)=C(c2nc3ccccc3[nH]2)C1=N	-8%	67%[activator]	-2%	6%	-9%	32µM*	-7%	-7%	-11
CC(Sc1nnnn1C1CCCCC1)C(=O)O (stereo not drawn)	-7%	54%[activator]	19%	-3%	-11%	4%	u	-1%	-13
CC(C)c1ccc(NC2CCCN(C(=O)c3ccc(N4CCOCC4)cc3)C2)cc1 (stereo not drawn)	-2%	20%	9%	0%	-6%	1%	-19%	-9%	-9
CCC(=O)c1cn(CC(=O)Nc2c(C)cccc2C)c2ccccc12	6%	45%[activator]	30%	-8%	-5%	0%	-9%	-1%	2
CN(C)CCCNC(=O)CC1C[C@H](C(=O)N2CCCCC2)[C@@]2(CCc3ccccc3)c3[nH]c4ccccc4c3CCN2C1=O (stereo partly drawn)	0%	-19%	19%	-17%	x	x	x	-2%	x
Cc1ccc(-n2c(SCC(=O)N/N=C/c3c(C)nn(-c4ccccc4)c3C)nc3ccccc3c2=O)cc1	-5%	12%	4%	1%	-1%	-21%	-5%	-2%	8
O=C(/C=C/c1ccccc1)Nc1cccc(C(=O)N2CCCCC2)c1	0%	6%	x	-6%	x	x	x	2%	x
COc1ccccc1NC(=O)Nc1cccc(C(=O)O)c1	-4%	-15%	14%	-19%	-3%	47%	-3%	-7%	12
O=C(CSc1n[nH]c(-c2ccccc2F)n1)NCC(=O)Nc1ccc(F)c(F)c1F	-10%	55%[activator]	1%	3%	2%	-3%	-3%	0%	8
COc1ccccc1CNC(=S)NC1CCCC1	-13%	85%[activator]	1%	4%	-8%	15%	-1%	0%	5
O=C(CN(Cc1ccc(F)cc1)C(=O)CNS(=O)(=O)c1ccccc1)NCc1ccco1	-10%	88%[activator]	14%	-2%	-3%	0%	-1%	0%	12
CCOC(=O)c1cc(-c2ccc(C)cc2)n(CC(=O)Nc2ccc(OC)c(Cl)c2)c1C	-6%	28%	x	-11%	-3%	-2%	-13%	7%	x
CCCn1ncc([C@@H]2C[C@H]3CN(Cc4cccc(Cl)c4)C(=O)[C@]34CCCN24)c1C	-14%	-3%	2%	-10%	-2%	2%	-6%	-3%	-22
O=C(c1ccco1)N1CCN(C(c2ccccc2Cl)c2nnnn2CC2CCCO2)CC1 (stereo not drawn)	-6%	-10%	-3%	-16%	-2%	29%	-11%	-7%	11
COc1cc(/C=N/NC(=O)COc2ccc(Cl)cc2)ccc1OS(=O)(=O)c1ccc(C)cc1	-5%	35%[activator]	0%	-10%	-16%	0%	-23%	-4%	10
